# Screening data from PubChem.
# CDK5 inh: inhibitors of human CDK5/p35 kinase | Q00535+Q15078 | Recombinant CDK5/p35, ADP-Glo luminescence, 60 min | actives 0.01% (n = 330,000) | inhibition, % at 10 µM;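 active = highest replicate inhibition of at least 50% and at least 75% of replicates reaching 50%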;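 note: plate controls were DMSO neutral control for no effect and GW8510 at 10 µM for full effect; many of its hits are not listed in these tables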
# MITF act: increases MITF-driven TRPM1 promoter luciferase signal. SK-MEL-5 TRPM1-promoter luciferase, 24 h; % of positive control, neutral wells = 0. activation, % at 12.5 µM. actives 0.75% (n = 300,000). AID 588334;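 active = mean activation of at least 80% with every replicate also reaching 80%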;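 note: 0% = neutral control wells and 100% = parthenolide positive control wells; values of inactives mirror those of a sister screen read the other way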
# Wnt act: activates Wnt/beta-catenin signaling in a reporter cell assay; actives 1.2% (n = 300,000); activator, plate reader; activation, % at 9.35 µM; AID 743398; in the data active = activation above about 30%, passing the limit was not always enough;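 note: 0% = neutral control wells and 100% = positive control wells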
# PvdQ inh: blocks Pseudomonas aeruginosa PvdQ acylase activity | purified PvdQ acylase, fluorescence plate reader | actives 0.063% (n = 340,000) | AID 488965 | inhibition, % at 10 µM; in the data active = inhibition above about 30%, passing the limit was not always enough;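 note: 0% = vehicle neutral wells and 100% = reference inhibitor wells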
# cardiac RTF act: cardiac RTF calcium sensitization; P19429+P45379; AID 493008; IANBD-labeled TnC RTF fluorescence at EC20 calcium; 0% EC20 calcium, 100% full calcium; actives 0.24% (n = 340,000); activation, % at 7.2 µM;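 active = activation above the mean over all tested compounds plus 3 SD, cut at about 30% in these data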;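 note: rise in fluorescence read as greater calcium sensitivity of cardiac thin filaments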
# dFosB activator: mouse delta FosB homodimer activation; purified delta FosB, TAMRA-CDK5 oligo fluorescence polarization; percent of positive-control signal above neutral wells; activation, % at 25 µM; actives 0.99% (n = 340,000);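 active = mean activation above about 17%, with every replicate also reaching it, limit read from the data, passing the limit was not always enough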;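 note: fluorescence polarization rise as delta FosB binds a TAMRA Cdk5 AP-1 oligo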
# Target sequence (P13346 whole entry, looked up): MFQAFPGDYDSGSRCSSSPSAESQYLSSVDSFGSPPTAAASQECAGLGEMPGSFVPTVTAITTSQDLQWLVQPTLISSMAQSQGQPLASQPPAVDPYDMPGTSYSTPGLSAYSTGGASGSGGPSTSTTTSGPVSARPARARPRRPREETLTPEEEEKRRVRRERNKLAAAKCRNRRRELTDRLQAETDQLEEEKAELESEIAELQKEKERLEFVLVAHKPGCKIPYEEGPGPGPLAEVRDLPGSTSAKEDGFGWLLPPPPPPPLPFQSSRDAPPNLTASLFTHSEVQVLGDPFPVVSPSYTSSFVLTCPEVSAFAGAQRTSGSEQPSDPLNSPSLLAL
# SR-BI HDL uptake: mouse SR-BI HDL lipid transfer inhibition | inhibition, % at 12.5 µM | AID 488896 | actives 0.96% (n = 320,000) | ldlA[mSR-BI] CHO cells, DiI-HDL uptake fluorescence, 3 h;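 active = mean replicate inhibition of at least 70% and a set share of replicates each scoring 70 or more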;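 note: 0% = median of neutral control wells and 100% = median of positive control wells; values of inactives mirror those of a sister screen read the other way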
# SR-BI DiI-HDL act: enhances SR-BI lipid uptake from DiI-HDL. AID 504775. activation, % at 12.5 µM. actives 0.096% (n = 320,000). CHO ldlA[mSR-BI] cells, DiI-HDL uptake fluorescence, 3 h; 100 = double the neutral-control signal;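 active = mean replicate activation of at least 60% and every replicate at or above 60%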;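 note: 0% = median plate neutral-control signal and 100% = twice that signal; values of inactives mirror those of a sister screen read the other way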
#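 Test system: SR-BI-overexpressing, LDLR-lacking CHO cells; Medium: Ham's F12 with 0.5% BSA, HEPES 25 mM, pH 7.4; Schedule: 3 h, 37 °C; Technique: bottom-read fluorescence, 550/595 nm.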
# Rtt109 HAT inh: blocks Candida albicans Rtt109/Vps75 acetyltransferase activity; purified Rtt109/Vps75, ThioGlo CoA-SH fluorescence, 4 h; inhibition, % at 34.9 µM; actives 0.16% (n = 330,000); AID 540336;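 active = inhibition of at least 50% in every replicate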
# Target sequence (Q5AAJ8 whole entry, looked up): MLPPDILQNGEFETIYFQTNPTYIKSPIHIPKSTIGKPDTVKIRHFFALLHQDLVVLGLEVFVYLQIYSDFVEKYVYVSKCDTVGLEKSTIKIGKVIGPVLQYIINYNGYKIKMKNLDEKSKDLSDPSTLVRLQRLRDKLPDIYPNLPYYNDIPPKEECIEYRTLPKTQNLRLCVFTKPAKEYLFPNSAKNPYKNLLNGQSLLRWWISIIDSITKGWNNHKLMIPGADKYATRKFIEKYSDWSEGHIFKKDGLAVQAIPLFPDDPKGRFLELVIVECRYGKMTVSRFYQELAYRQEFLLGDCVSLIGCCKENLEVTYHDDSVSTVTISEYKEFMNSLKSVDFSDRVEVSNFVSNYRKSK
# HTR5A ag ctr: activates human HTR5A in OPRM1-OPRD1 agonist counter-screen. activation, % at 9.3 µM. actives 0.61% (n = 340,000). HTR5A agonist assay, luminescence, cell-based. AID 504692. P47898; in the data active = activation mostly above about 9.5%, no sharp cut-off; inactive = mostly below about 7.6%;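 note: 0% = cells with vehicle only and 100% = reference agonist; strong numbers were not always called active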
# Target sequence (P47898 whole entry, looked up): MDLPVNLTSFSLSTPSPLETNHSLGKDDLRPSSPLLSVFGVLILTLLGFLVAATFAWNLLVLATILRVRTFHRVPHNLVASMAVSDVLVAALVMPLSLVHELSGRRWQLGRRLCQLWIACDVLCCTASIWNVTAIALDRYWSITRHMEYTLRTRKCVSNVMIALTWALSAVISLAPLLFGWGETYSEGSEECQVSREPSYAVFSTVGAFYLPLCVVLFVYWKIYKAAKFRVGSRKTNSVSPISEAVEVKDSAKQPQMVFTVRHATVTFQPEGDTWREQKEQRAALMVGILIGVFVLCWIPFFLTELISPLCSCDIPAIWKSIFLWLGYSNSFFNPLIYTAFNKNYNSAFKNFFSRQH
# * = called active by the depositor; · = no result given.
mol	CDK5 inh	MITF act	Wnt act	PvdQ inh	cardiac RTF act	dFosB activator	SR-BI HDL uptake	SR-BI DiI-HDL act	Rtt109 HAT inh	HTR5A ag ctr
COc1cccc(/C=C/C(=O)NCc2ccc3c(c2)OCO3)c1	-1.1	·	-2	1	-5	-1	·	·	3	-1
CC12CC(NC(=O)N1c1cccc(C(=O)N3CCN(c4ccccc4)CC3)c1)c1ccccc1O2 (stereo not drawn)	-1.1	·	·	-8	-10	-10	5	-5	1	1
Cc1cccc(OCC(=O)N(Cc2ccccc2)c2c(N)n(Cc3ccccc3)c(=O)[nH]c2=O)c1	0.0	7	2	-1	4	-1	-3	3	15	8
O=C(c1ccccc1SCc1ccccc1)N1CCOCC1	0.2	-3	-1	-17	7	-8	7	-7	0	-3
CC1(C)C(=O)N(c2ccccc2)C(=O)c2ccccc21	-0.9	·	-2	-20	9	-4	11	-11	2	-4
CCOC(=O)C1=C(C)N(C2CCCCC2)C(=O)C1	-1.4	-5	1	6	-4	7	-1	1	7	-1
Cn1c(Cc2cccs2)n[nH]c1=S	0.8	-10	·	-16	0	0	-27	27	-6	4
C/C(=N\NC(=O)NC1CCCCC1)c1ccc(OC(F)F)cc1OC(F)F	-1.3	1	-4	0	3	2	41	-41	-5	2
O=C1CC2(CCCC2)Oc2ccccc21	-0.9	11	-1	0	-4	9	-16	16	0	0
COc1cccc(OCc2cc(C(=O)N(Cc3nccn3C)C(C)C)no2)c1	-2.9	7	-1	2	-8	-7	-4	4	11	1
Cc1ccc(C)c(CSc2nnc(C)c(=O)[nH]2)c1	-0.8	-6	-9	10	0	3	9	-9	-6	-3
COCC(=O)Nc1ccc(S(=O)(=O)Nc2cc(C)nc(C)n2)cc1	-0.5	10	-1	5	-1	1	0	0	9	-2
Cc1ccc(OCC(=O)Nc2ccc(CN3CCOCC3)cc2)cc1C	-0.6	3	-1	0	-5	-5	20	-20	2	2
Cc1ccc(-n2c(SCC(=O)NCc3ccco3)nc3c([nH]c4ccccc43)c2=O)cc1	-1.0	·	1	2	-2	7	23	-23	-13	2
COC(=O)C1=CN(Cc2ccc(OC)cc2)C=C(C(=O)OC)C1c1ccsc1	0.7	9	1	-21	-2	-6	8	-8	-131	-3

# 3 records drawn at random from the list so far, as already listed:
mol	CDK5 inh	MITF act	Wnt act	PvdQ inh	cardiac RTF act	dFosB activator	SR-BI HDL uptake	SR-BI DiI-HDL act	Rtt109 HAT inh	HTR5A ag ctr
COc1cccc(/C=C/C(=O)NCc2ccc3c(c2)OCO3)c1	-1.1	·	-2	1	-5	-1	·	·	3	-1
COc1cccc(OCc2cc(C(=O)N(Cc3nccn3C)C(C)C)no2)c1	-2.9	7	-1	2	-8	-7	-4	4	11	1
Cc1ccc(-n2c(SCC(=O)NCc3ccco3)nc3c([nH]c4ccccc43)c2=O)cc1	-1.0	·	1	2	-2	7	23	-23	-13	2

# Carrying on.
mol	CDK5 inh	MITF act	Wnt act	PvdQ inh	cardiac RTF act	dFosB activator	SR-BI HDL uptake	SR-BI DiI-HDL act	Rtt109 HAT inh	HTR5A ag ctr
CC1CN(C(=O)CCC(=O)NCCCN2CCC(Cc3ccccc3)CC2)c2cc(Cl)ccc2O1 (stereo not drawn)	·	-81	-1	-14	4	5	-24	24	-20	-3
CC(=O)OCCCN1C(=O)c2ccc(Br)cc2C1=O	-2.1	-14	·	-4	-4	1	6	-6	-6	4
O=C(NN1C(=O)C2C3C=CC([C@H]4CC34)[C@@H]2C1=O)c1ccc(Br)cc1 (stereo partly drawn)	1.4	-9	5	0	-5	-1	6	-6	0	5
C=C(C)COc1ccc(-c2[nH]ncc2-c2ccc(OC)c(OC)c2)c(O)c1	2.0	-24	·	-14	7	-14	25	-25	0	0
Cc1ccc(C)c(NC(=O)COC(=O)c2ccc3c(c2)OCO3)c1	1.4	12	-5	-16	2	15	-4	4	5	-1
CC(C)(C)c1nnc2sc(SCC(=O)N3CCCc4ccccc43)nn2c1=O	0.0	·	22	10	-1	-1	6	-6	5	1
COc1ccc(C(C)=O)cc1COC(=O)C1CC(=O)N(Cc2ccccc2)C1 (stereo not drawn)	1.0	-14	1	-10	-3	1	-15	15	-7	1
Cc1c(NC(=O)COc2cccc(Cl)c2Cl)c(=O)n(-c2ccccc2)n1C	-0.2	1	4	-12	4	-4	-11	11	-18	1
COn1c(-c2ccccc2)nc2ccc(Cl)cc21	2.3	·	·	-4	1	-5	5	-5	7	-1
COc1ccc(-c2oc3ccc(N4CCOCC4)cc3c2/C=C/c2ccc(OC)c(OC)c2)cc1	-0.1	19	-2	-5	-11	0	13	-13	-9	8
CC1(C)CC2CC(C)(CN2C(=O)COC(=O)c2cccnc2Cl)C1 (stereo not drawn)	0.4	6	2	-16	-1	3	-3	3	-13	-5
Cc1cc(C)n(-c2nc(NCC(C)O)c3c4c(sc3n2)CCCC4)n1 (stereo not drawn)	0.6	·	0	-13	-6	-5	39	-39	-10	1
Cc1cc(Br)ccc1SCC(=O)Nc1cccnc1	3.5	-6	-1	-11	2	5	-5	5	-4	4
CCN(c1ccccc1)S(=O)(=O)c1ccc(NC(=S)NC(=O)c2cccs2)cc1	-0.1	-6	-2	-5	-10	5	·	·	10	3
COc1ccc(SCC(=O)Nc2ccccc2Cl)cc1	0.3	13	0	-5	-3	4	-2	2	-2	7
CCOc1ccc(C2C(C(=O)O)c3ccccc3C(=O)N2CCN2CCOCC2)cc1 (stereo not drawn)	-0.9	-3	·	1	-3	-7	-5	5	1	-1
CCc1ccccc1NC(=O)Nc1ccon1	0.2	-2	3	7	0	-4	17	-17	0	4
CCc1ccccc1N(C(=O)CCC(=O)Nc1cc(C)on1)C(C(=O)NC1CCCC1)c1ccco1 (stereo not drawn)	0.0	-5	·	-3	0	-8	-7	7	-8	-3
Fc1cccc(CNc2ncnc3ccc(-c4ccc5c(c4)OCO5)cc23)c1	-1.9	-25	-5	-16	-3	11	32	-32	0	9
CCOCCCn1c(SCC(=O)Nc2cccc(OC)c2)nc2ccccc2c1=O	0.3	4	0	-16	5	-20	-10	10	-5	2
COCc1cc(C)nc2oc(C(=O)c3ccccc3)c(N)c12	0.1	4	-1	-10	1	-3	-3	3	-32	0
COC(CNC(=O)[C@H](CSCc1ccccc1)N1Cc2ccccc2C1=O)OC	-0.3	-3	1	-6	-7	7	-25	25	·	2
O=C(NCC1CCCO1)c1ccccc1OCc1ccc(F)cc1 (stereo not drawn)	-1.9	9	0	-15	0	-9	-4	4	-6	1
COc1ccc2nc(NC(=O)CN3C(=O)NC4(CCCC4)C3=O)sc2c1	7.9	26	4	-3	-8	-4	17	-17	1	-1
O=C(CNC(=O)c1cccs1)N=Nc1c(O)[nH]c2ccc(Br)cc12	2.4	1	0	-5	3	-7	1	-1	9	-9
Cn1c(=O)c2c(-c3cccc(Br)c3)c(C#N)c(N)nc2n(C)c1=O	0.8	-2	-3	-10	2	-18	-1	1	5	0
CSCCC(NC(=O)c1ccco1)C(=O)NCCc1ccc(Cl)cc1 (stereo not drawn)	-0.7	-2	-2	-20	-6	-1	6	-6	-9	-4
Cc1nn(C)c(C(=O)N2CCc3ccccc32)c1Cl	-0.3	-2	-7	-12	1	4	23	-23	6	-5
c1ccc(Oc2cccc(OCCCn3cncn3)c2)cc1	1.4	16	-4	9	-10	-1	3	-3	13	-4
Cc1ccc(NC2(C#N)C(=O)Nc3ccccc32)cc1 (stereo not drawn)	1.3	-1	·	-9	3	3	-23	23	-5	-3
O=C(NC(=S)Nc1nc2c(s1)CCCC2)c1ccccc1	0.2	32	27	3	0	-2	-21	21	6	4
CCc1ccccc1NC(=O)CNC(=O)c1ccc(-n2cncn2)c([N+](=O)[O-])c1	-0.8	-4	-3	-4	2	1	-22	22	·	2
CCc1ccc(CN2CCCC(CNC(=O)c3cccc(OC)c3OC)C2)cc1 (stereo not drawn)	0.7	4	-1	15	3	-5	-11	11	1	-1
CCc1nc(N2CCN(C(=O)CCl)CC2)c2c3c(sc2n1)CC(C)CC3 (stereo not drawn)	-1.9	·	6	-9	3	-1	-6	6	-5	-2
O=C(Nc1sc2c(c1C(=O)O)CCCCC2)c1ccco1	-2.2	·	·	-5	1	5	-10	10	-7	-6
O=C(C[C@H]1C/C=C\C[C@H](NC(=O)OCC2c3ccccc3-c3ccccc32)C(=O)O[C@H](c2ccccc2)CNC1=O)N[C@H](CO)Cc1ccccc1	-0.2	-33	·	1	-12	1	53	-53	3	21*
CCOC(=O)C1CCCN(c2c(N3CCC(N4CCCCC4)CC3)c(=O)c2=O)C1 (stereo not drawn)	-1.5	·	-3	12	4	-3	-14	14	-20	-1
Cc1nnc(N2CCCCC2)c2ccccc12	0.6	-5	·	1	-4	-5	-7	7	9	0
O=C(COC(=O)c1cc(=O)c2ccccc2o1)Nc1cc(Cl)ccc1Cl	-1.4	3	-5	-4	6	-6	2	-2	-1	0
Cn1c(=O)cc(OCC(=O)N2CCC(N3CCCCC3)CC2)c2ccccc21	-0.5	·	7	-6	1	3	-29	29	-2	8
OCCC1CN(Cc2ccc3nonc3c2)CCN1Cc1ccsc1 (stereo not drawn)	2.6	-6	0	2	1	7	-12	12	0	-1
Cc1ccc2sc(=O)[nH]c2c1	3.4	-10	-1	5	1	-2	18	-18	-4	3
Cc1ccc2nc(C(F)C(F)(F)F)[nH]c2c1 (stereo not drawn)	-1.4	4	2	-2	4	-5	9	-9	-4	1
CC1CCCC(NC(=S)NC(=O)c2ccco2)C1C (stereo not drawn)	-0.1	-3	1	-8	-6	-5	0	0	5	-2
O=[N+]([O-])c1ccc(S(=O)(=O)Nc2cccc(-c3ccc(N4CCOCC4)nn3)c2)cc1	0.1	48	13	9	-9	-5	-9	9	26	-1
COC(=O)C1CCCCN1C(=O)c1ccc2oc(Cc3ccccc3)nc2c1 (stereo not drawn)	1.3	108*	23	0	-5	-9	13	·	6	0
O=C(NC1=NCCS1)C1CCN(S(=O)(=O)c2ccccc2C(F)(F)F)CC1	-0.6	4	1	6	-2	-2	-1	1	3	-1
NC(=O)CN(c1ccc(Oc2ccccc2)cc1)S(=O)(=O)c1ccccc1	0.9	4	-2	-16	1	-2	1	-1	-6	-4
Cc1ccc(C(=O)N2CCCC(CCC(=O)NCc3ccccc3F)C2)cn1 (stereo not drawn)	-0.4	15	4	-3	2	-8	-11	11	-3	-1
COc1ccccc1NC(=O)Nc1ccc(C(N)=O)cc1	-3.4	11	9	-22	0	10	7	-7	1	2
Cc1ccc(S(=O)(=O)N2[C@@H](c3ccc(F)cc3)C(C(=O)O)=CC[C@H]2c2ccc(Cl)cc2)cc1	-3.1	1	-1	-1	-4	-6	-21	21	-6	2
Cc1ccc(CN2CCC(Oc3cccc(C(=O)N(C)CCN(C)C)c3)CC2)cc1C	-0.1	19	-1	-15	0	-9	-12	12	5	9
O=C(Nc1sc2c(c1C(=O)O)CCCC2)c1cccc(Cl)c1	-0.1	3	26	-2	3	-1	-3	3	-3	1

# This is a random part of the collection, and some 4.4% of all compounds hit somewhere here.
